Spn DPM-DC inh: inhibitors of Streptococcus pneumoniae diphosphomevalonate decarboxylase. purified DPM-DC, PK/LDH coupled NADH fluorescence. calls only at 10 µM. hit rate 0.49% among 65,000. AID 556;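 active means the 320 compounds with the highest percent inhibition in the single-dose primary screen, excluding strongly autofluorescent ones, cut at about 32% in these data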;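 further: kinetic rate of NADH fluorescence loss reporting ADP formed by the decarboxylase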
Bfl-1 inhibitors: Bfl-1 inhibitors, primary screen, biochemical, fluorescence polarization, FITC-Bid, mouse (AID 432); FITC-Bid BH3 peptide fluorescence polarization displacement; higher % means a stronger effect; displacement, % at 20 µM, or IC50 in µM where a hit was titrated; hit rate 0.02% among 64,000; in the data active means a potency from the dose series; inactive means the rest, 99 in 100 with displacement below about 15%; further: strong numbers were not always called active
HT1080 viability: cytotoxicity in HT1080 fibrosarcoma cells, cell-based, fluorescence readout (AID 620); HT1080 viability, fluorescence; higher % means a stronger effect; cytotoxicity, % at 10 µM; hits with a dose series show EC50 in µM; hit rate 0.42% among 87,000;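 further: cells exposed to compound overnight then 4 h with Alamar Blue; 0% = vehicle DMSO and 100% = killing control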
Spn MK inh: inhibitors of Streptococcus pneumoniae mevalonate kinase | purified MK, PK/LDH-coupled NADH absorbance 340 nm | inhibition, % at 10 µM | hit rate 0.48% among 65,000 | AID 555;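 active means ranked among the strongest by inhibition in the single 10 µM screen, a fixed top-ranked set picked for dose follow-up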; further: no value below 0 was filed
HPDE-C7K KRASV12: viability loss of HPDE-C7K cells – cell-based, fluorescence, HTS, primary screen (AID 431) | hit rate 1.7% among 63,000 | HPDE-C7K KRASV12 cells, Alamar Blue viability, 48 h; higher % means a stronger effect | one-dose cytotoxicity, % at 10 µM; EC50 in µM for titrated hits;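 active means compounds whose percent cytotoxicity in the single-dose primary screen, scaled between solvent and toxic-drug controls, exceeds 50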;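 further: 0% = DMSO solvent wells and 100% = doxorubicin-treated wells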
Spn PMK inh: inhibitors of Streptococcus pneumoniae phosphomevalonate kinase; purified PMK, PK/LDH-coupled NADH absorbance 340 nm; inhibition, % at 10 µM; hit rate 0.49% among 65,000; AID 539;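 active means top-ranked compounds by inhibition in the single 10 µM screen, taking a fixed number of the strongest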;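 further: 0% = full reaction with DMSO carrier and 100% = background rate without enzyme reaction; no value below 0 was filed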
HPDE-C7 cytotoxicity: cytotoxicity in HPDE-C7 cells, cell-based, fluorescence, HTS (AID 430); HPDE-C7 pancreatic duct cells viability, fluorescence; higher % means a stronger effect; one-dose cytotoxicity, % at 10 µM; EC50 in µM for titrated hits; hit rate 1.8% among 63,000;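 further: cells exposed to compound for 48 hours before viability readout; 0% = vehicle and 100% = reference cytotoxic drug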
Alkaline phosphatase: inhibition of tissue-nonspecific alkaline phosphatase – biochemical, luminescent (AID 518) | hit rate 0.09% among 64,000 | one-dose inhibition, % at 20 µM; IC50 in µM for titrated hits | purified TNAP enzyme, luminescent substrate readout; higher % means a stronger effect; in the data active means a potency from the dose series; inactive means the rest, 99 in 100 with inhibition below about 22%;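 further: plate controls were vehicle for no effect and reference inhibitor for full effect; many of its hits are not listed in these tables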
LYP phosphatase: LYP phosphatase inhibitors, primary screen, biochemical, DiFMUP fluorescence, recombinant catalytic domain, 10 µM (AID 606). 52,000 tested, under 10 active. one-dose inhibition, % at 10 µM; IC50 in µM for titrated hits. recombinant LYP catalytic domain, DiFMUP fluorescence; higher % means a stronger effect;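 active means IC50 under 40 µM in the dose-response test; inactive means IC50 of 40 µM or more, or never dose-tested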
Spn PMK inh pilot replicates: further read-out of Spn PMK inh, marked with its call; inhibition, %; measured here: pilot screen replicates
Spn MK inh pilot replicates: also measured in Spn MK inh; calls as there; inhibition, %; measured here: pilot screen replicates
Spn DPM-DC inh pilot screen %: also measured in Spn DPM-DC inh; calls as there; inhibition, %; measured here: pilot screen trials
Numbers without * were called inactive; i = inactive; . = no result given. Unless noted, no stated cut-off is given here; in the data, active means cytotoxicity above about 50%; inactive means the rest. This is a random part of the collection. Share with any hit: about 3.5%.

SMILES	Spn DPM-DC inh	Bfl-1 inhibitors	HT1080 viability	Spn MK inh	HPDE-C7K KRASV12	Spn PMK inh	HPDE-C7 cytotoxicity	Alkaline phosphatase	LYP phosphatase	others
Cc1nc(SCCC(=O)O)c2ccccc2n1	i	-7%	-5%	12	6%	2	-3%	11%	.	Spn PMK inh pilot replicates=1.0;Spn MK inh pilot replicates=0.0;Spn DPM-DC inh pilot screen %=0.0
Cc1cc(C)nc(N2CCC(C(=O)NCC3CCCCC3)CC2)n1	i	-4%	-11%	7	-2%	14	7%	-4%	.
CCCc1noc(-c2ccc(-c3ccccc3)cc2)n1	i	-2%	4%	1	8%	2	-12%	3%	.
CCCC(=O)NCCc1cc2c(C)ccc(C)c2[nH]c1=O	i	-7%	9%	0	8%	10	7%	13%	5%	Spn PMK inh pilot replicates=0.0;Spn MK inh pilot replicates=4.0;Spn DPM-DC inh pilot screen %=4.5
COC(=O)C(C)Sc1ccc2nnc(-c3cccc(F)c3)n2n1 (stereo not given)	.	5%	0%	5	3%	1	-11%	7%	0%
Cc1ccc2cc(CN(CCN3CCOCC3)Cc3nnnn3Cc3ccco3)c(=O)[nH]c2c1C	i	6%	-3%	5	3%	8	-2%	-7%	.
Cc1ccc(C)c(-n2c(N)c(C(N)=O)sc2=S)c1	i	2%	-8%	10	-19%	3	0%	0%	.
COc1cc(C)nc(Oc2ccc(=O)[nH]n2)n1	i	-4%	2%	5	8%	5	7%	6%	-2%
CCOC(=O)c1c(C)oc2c1c(C=NCC1CCCO1)c(O)c1ccccc12 (stereo not given)	i	21%	-1%	5	-16%	10	-17%	11%	4%
CCCCOC(=O)C(C)Oc1ccc(=O)n(-c2ccccc2)n1 (stereo not given)	i	-9%	6%	7	-8%	0	-16%	3%	6%
O=C(OCc1ccc2c(c1)OCO2)c1ccc(S(=O)(=O)N2CCCC2)cc1	i	3%	-1%	7	-1%	8	-2%	13%	2%
COc1ccc(Cl)cc1NC(=O)CSc1nc(N2CCCCC2)nc(N2CCCCC2)n1	i	3%	3%	0	-2%	6	1%	7%	7%
CCCCCn1c(NCc2ccco2)nc2ccccc21	i	3%	0%	7	10%	5	11%	13%	-12%
COc1ccc2nc(CC(C)(C)CC(=O)O)c[n+]([O-])c2c1	.	0%	14%	13	0%	7	-3%	4%	16%	Spn PMK inh pilot replicates=0.5;Spn MK inh pilot replicates=2.5
CN1CCN(C(=O)c2c(NC(=O)c3ccco3)sc3c2CCC(C(C)(C)C)C3)CC1 (stereo not given)	i	2%	6%	6	5%	0	-15%	14%	-22%
COC(=O)C1=C(C)NC(=O)CC1c1cccc(Cl)c1Cl (stereo not given)	i	20%	28%	3	-1%	1	-13%	7%	20%
Cc1ccc2c(c1)-c1cc(C)nn1C(c1sccc1C)N2 (stereo not given)	i	-1%	24%	12	0%	8	3%	14%	-7%
CC1(CC(=O)O)SC(=O)NC1=O (stereo not given)	i	-2%	4%	5	-8%	9	-11%	1%	-3%
CCN(CCCCN1C(=O)c2ccccc2C1=O)c1ccc2c(c1)C(=O)N(C)C2=O	i	7%	-29%	9	-9%	0	-2%	8%	11%
CCN(Cc1ccccc1)C(=O)CCCOc1ccccc1	i	-3%	0%	3	-8%	4	-2%	0%	6%
CCCCCSc1nnc2c(n1)OC(c1cccn1C)N(C(C)=O)c1ccccc1-2 (stereo not given)	i	-6%	-4%	11	-9%	3	-8%	8%	.
Cn1cccc1Cc1nnc(SCC(=O)N2CCCCCC2)n1CCc1ccccc1	i	7%	-1%	6	4%	8	-4%	5%	10%
C=CCN1C(=O)C(O)(CC(=O)c2ccccc2)c2ccccc21 (stereo not given)	i	-10%	-41%	3	-15%	7	-6%	8%	16%
COc1ccc(CC(=O)Nc2ccc(-c3nnc(-c4ccc(C)cc4)o3)cc2)cc1	.	11%	8%	1	0%	4	-4%	1%	16%	Spn PMK inh pilot replicates=2.5;Spn MK inh pilot replicates=0.5
COc1ccc(C(=O)Nc2cccc(C)c2)cc1S(=O)(=O)N1CCOCC1	i	2%	-1%	4	16%	12	8%	15%	12%	Spn PMK inh pilot replicates=2.5;Spn MK inh pilot replicates=0.0;Spn DPM-DC inh pilot screen %=0.0
c1ccc(Cn2nnnc2CN2CCCC2)cc1	i	-6%	3%	1	-11%	16	-3%	6%	12%	Spn PMK inh pilot replicates=4.0;Spn MK inh pilot replicates=5.5;Spn DPM-DC inh pilot screen %=5.0
Cc1ccc(OCCNS(=O)(=O)c2cccs2)cc1	i	-3%	2%	0	-2%	12	2%	16%	4%
COc1ccccc1-n1c(-c2cccnc2)n[nH]c1=S	i	-3%	14%	36	2%	4	-9%	10%	1%	Spn PMK inh pilot replicates=2.0;Spn MK inh pilot replicates=2.0;Spn DPM-DC inh pilot screen %=4.5
COCCCn1c(SCC(=O)Nc2ccc(C(=O)OC)cc2)nc2ccccc2c1=O	i	-4%	10%	5	1%	9	-5%	14%	11%
Cc1ccccc1NC(=O)C1CCCN(S(=O)(=O)c2cccc3cccnc23)C1 (stereo not given)	i	-1%	3%	3	17%	14	0%	21%	10%	Spn PMK inh pilot replicates=0.0;Spn MK inh pilot replicates=0.0;Spn DPM-DC inh pilot screen %=0.0
COc1ccc(-n2c(Cc3cccn3C)nnc2SCC(=O)NCCc2ccccc2)cc1	i	4%	5%	2	2%	6	-12%	7%	.
COc1ccccc1NC(=O)c1c(C)cc(=O)oc1C	i	0%	10%	9	-7%	3	4%	8%	.
COCCNC(=O)c1csc2c1CCCC2	i	-10%	12%	9	-8%	13	-8%	0%	8%
COc1ccc(C(=O)NCCn2cc(SCC(=O)NCc3ccco3)c3ccccc32)cc1	i	-6%	-9%	0	-3%	9	-9%	4%	0%
CCOc1ccccc1NC(=O)COc1cccc(-n2cnnn2)c1	i	-12%	10%	0	20%	22	14%	7%	4%
COCCCn1c(=O)c2ccccc2c2ccccc2c1=O	i	2%	-5%	3	-4%	14	-15%	8%	2%
CCOC(=O)C1CCCN(Cc2cc(OC)c(O)c(OC)c2)C1 (stereo not given)	i	0%	1%	50*	-5%	0	4%	1%	10%
CCOC(=O)c1[nH]c(C)c(C(=O)Nc2ccccc2C)c1C	i	-2%	62%*	4	46%	0	52%*	17%	-2%	Spn PMK inh pilot replicates=0.5;Spn MK inh pilot replicates=4.0;Spn DPM-DC inh pilot screen %=0.0
COC(=O)c1ccc(C2C(C(C)=O)=C(O)C(=O)N2CCO)cc1 (stereo not given)	i	-8%	22%	11	4%	18	-6%	6%	15%
CCN(CC)C(=O)CC(c1ccc(F)cc1)c1ccco1 (stereo not given)	i	1%	.	0	12%	0	-1%	9%	-10%
CN(Cc1ccccc1)C(=O)N[C@@H](Cc1ccccc1)C(=O)O	i	5%	1%	14	-11%	9	-3%	3%	4%
O=S1(=O)C=C(SCCN2CCCCC2)c2ccccc21	i	-5%	-5%	2	6%	0	10%	11%	-13%
COc1ccc(C2NCCC3(O)CCCCC23)c(OC)c1OC (stereo not given)	i	4%	8%	4	-1%	17	-17%	10%	8%
CSc1nc(C)c(C(=O)Nc2ccccc2)c(C)c1C#N	i	-5%	3%	6	4%	7	0%	6%	-1%	Spn PMK inh pilot replicates=3.5;Spn MK inh pilot replicates=2.5;Spn DPM-DC inh pilot screen %=3.5
OC(COc1ccc(OCc2ccccc2)cc1)CN1CCOCC1 (stereo not given)	i	-6%	0%	7	16%	8	4%	9%	4%
O=C(c1ccc(F)cc1)N1CCCCC(Sc2nnc3ccccn23)C1=O (stereo not given)	i	3%	.	0	3%	8	2%	9%	.
CCn1c(SCc2nc3ccccc3c(=O)[nH]2)nc2ccccc2c1=O	i	.	6%	14	.	4	.	.	16%
COc1ccc(CC(=O)N2CCNC2=O)cc1	i	-2%	-2%	11	-17%	15	-24%	4%	-7%
Cc1cc(SCC#N)n2nc(C)c(-c3ccccc3)c2n1	i	-4%	-1%	1	-19%	8	-25%	0%	.
c1ccc(N2CCN(Cc3cn4cccnc4n3)CC2)cc1	i	-2%	-2%	0	-8%	0	-10%	19%	10%	Spn PMK inh pilot replicates=2.5;Spn MK inh pilot replicates=3.0;Spn DPM-DC inh pilot screen %=0.0
CC1(C)CC(=O)C(C=NCCN2CCN(C(=O)c3ccccc3)CC2)=C(O)C1	i	1%	6%	11	-3%	0	-4%	4%	.
CCn1c(SCC(=O)Nc2ccccc2)nnc1-c1ccc(S(=O)(=O)N2CCOCC2)cc1	i	-1%	-5%	21	6%	8	-2%	10%	.
O=S(=O)(c1ccc(N2CCN(c3ccc(F)cc3)CC2)cc1)N1CCCC1	i	6%	14%	0	3%	12	2%	21%	8%	Spn PMK inh pilot replicates=4.5;Spn MK inh pilot replicates=1.5;Spn DPM-DC inh pilot screen %=0.0
O=C1CC(C(=O)NCc2ccccc2)N=C(N2CCCCC2)N1 (stereo not given)	i	0%	-4%	5	-14%	0	-9%	-10%	17%
Cc1c(C)n(Cc2ccccc2)c2ncnc(N)c12	i	-5%	11%	1	-7%	16	-14%	-6%	21%
Cc1c(C)c2cc(Cl)c(O)c(CN3CCN(C)CC3)c2oc1=O	.	4%	-6%	2	6%	5	11%	10%	11%
CCOC(=O)C1CCN(S(=O)(=O)c2ccc(-n3cnnn3)c(C)c2)CC1	i	-9%	0%	14	-14%	10	-3%	6%	-1%
CN1CCN(C(=O)C2(NC(=O)Nc3cccc(F)c3)CCCCC2)CC1	i	1%	11%	0	1%	10	-4%	7%	7%	Spn PMK inh pilot replicates=0.0;Spn MK inh pilot replicates=0.0;Spn DPM-DC inh pilot screen %=0.5
Cn1c(Cc2csc(N)n2)nnc1SC/C=C/c1ccccc1	i	2%	-4%	8	-2%	5	-1%	8%	.
COc1ccc(S(=O)(=O)N2CCN(c3ccc4nnc(-c5ccc(F)cc5)n4n3)CC2)cc1	i	-3%	-5%	3	30%	0	42%	5%	3%
Other structures
SMILES	Spn DPM-DC inh	Bfl-1 inhibitors	HT1080 viability	Spn MK inh	HPDE-C7K KRASV12	Spn PMK inh	HPDE-C7 cytotoxicity	Alkaline phosphatase	LYP phosphatase	others
Cc1sc(NC(=O)CSc2nc(N)n(CC(=O)c3ccccc3)n2)c(C#N)c1C	i	-3%	-8%	1	12%	13	19%	26%	0%	Spn PMK inh pilot replicates=2.5;Spn MK inh pilot replicates=0.0;Spn DPM-DC inh pilot screen %=0.0
Cn1nc(CC(=O)N2CCN(c3ccccc3)CC2)c2ccccc2c1=O	i	-1%	-4%	0	-3%	0	-7%	14%	0%
O=C(O)c1n[nH]c2ccccc12	i	-7%	23%	9	-10%	0	-27%	11%	.
CCOC(=O)Cc1c(C)nc2cc(-c3ccc(C)cc3)[nH]n2c1=O	i	5%	0%	1	-8%	4	1%	4%	11%
CCCn1nnc(NC(=O)c2cccc(OCC)c2)n1	i	-8%	-5%	11	-1%	7	2%	8%	-5%
